rTrxR1 inhibitor: inhibitors of rat thioredoxin reductase 1. O89049. recombinant rTrxR1, NADPH fluorescence consumption, selenite substrate. Potency, µM (series often up to 114 µM), for the others: top-dose activity change, negative = inhibition, most hits filed as inhibitors. hit rate 1% among 390,000. AID 588453; further: potency means the concentration at half of the fitted maximal effect; on the % scale 0 is the no-effect control and ±100 the full control effect; nearly all actives have a fitted effect of over 65% in size
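Rat TrxR1 (90 nM in the dispensed reagent) was pre-reduced with 400 uM NADPH for 5 min at room temperature, then incubated with compound for 15 min. After 400 uM selenite was added, NADPH fluorescence (Ex 340/Em 450 nm) was followed for 8 min.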
HP1b binding inh: inhibitors of HP1-beta chromodomain binding to methylated histone tails; hit rate 0.56% among 390,000; AID 540317; Potency, µM (series often up to 114 µM), for the others: at the top dose activity change, negative = inhibition, usual class: inhibitors; P83916; AlphaScreen HP1-beta / biotin-H3K9me3 peptide binding; further: potency means the concentration at half of the fitted maximal effect; nearly all actives have a fitted effect of over 70% in size; inactives centre near 23
Target sequence (P83916 whole entry, looked up): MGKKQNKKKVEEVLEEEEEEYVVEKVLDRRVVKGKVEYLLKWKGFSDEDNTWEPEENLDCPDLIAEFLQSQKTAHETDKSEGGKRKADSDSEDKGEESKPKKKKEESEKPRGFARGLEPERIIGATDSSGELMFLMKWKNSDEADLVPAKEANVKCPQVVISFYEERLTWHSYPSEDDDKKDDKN
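HP1-beta protein (50 nM final) preincubated 30 min at room temperature with biotinylated H3(1-18)K9me3 peptide (50 nM) in PBS pH 7.4, 0.01% Tween-20, then compound added for 30 min. AlphaScreen streptavidin donor/nickel chelate acceptor beads (10 ug/mL final), 30 min dark, luminescence read.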
IDH1 R132H inh: human IDH1 R132H inhibition; O75874; IDH1-R132H enzyme, NADPH consumption, diaphorase/resazurin fluorescence; Potency, µM (top dose mostly 76.6 µM), for inactives: at the highest dose activity change, negative = inhibition, usual class: inhibitors; hit rate 0.093% among 390,000; AID 602179; further: potency means the concentration at half of the fitted maximal effect; on the % scale 0 is the no-effect control and ±100 the full control effect; nearly all actives have a fitted effect of over 65% in size
Target sequence (O75874 whole entry R132H, stated change not applied): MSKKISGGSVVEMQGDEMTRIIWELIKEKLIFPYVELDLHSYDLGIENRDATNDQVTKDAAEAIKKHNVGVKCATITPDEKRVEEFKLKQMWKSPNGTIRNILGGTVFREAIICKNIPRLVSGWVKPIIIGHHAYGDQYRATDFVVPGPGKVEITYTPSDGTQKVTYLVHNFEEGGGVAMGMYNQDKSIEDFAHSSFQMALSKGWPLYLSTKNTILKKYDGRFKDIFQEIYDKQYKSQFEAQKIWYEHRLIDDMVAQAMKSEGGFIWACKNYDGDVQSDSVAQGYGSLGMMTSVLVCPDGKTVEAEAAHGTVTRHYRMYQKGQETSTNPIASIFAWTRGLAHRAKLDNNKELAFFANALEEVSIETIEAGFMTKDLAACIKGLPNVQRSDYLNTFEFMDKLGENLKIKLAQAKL
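IDH1-R132H (0.5 ug/mL) preincubated 30 min with compound, then NADPH (0.016 mM) and alpha-KG (2 mM) added; 80 min at RT, pH 7.5. Remaining NADPH coupled via diaphorase/resazurin to fluorescence (540/590 nm); concentration-response curves normalized to no-enzyme control.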
Tb PGK inh: inhibitors of T. brucei phosphoglycerate kinase | P07378 | PGK/GAPDH coupled, Kinase-Glo luminescence, 60 min | Potency, µM (titrated, usually from 57.5 µM), for the others: top-dose activity change, negative = inhibition, most hits filed as inhibitors | hit rate 0.043% among 380,000 | AID 602233; further: potency means the concentration at half of the fitted maximal effect; on the % scale 0 is the no-effect control and ±100 the full control effect; nearly all actives have a fitted effect of over 60% in size
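Luminescent ATP detection (Kinase-Glo Plus) follows a 60-minute room-temperature incubation, with wells lacking PGK as controls. Buffer: 100 mM TEA (pH 7.6), 5 mM MgCl2, 0.01% Tween-20. Coupling enzyme GAPDH (100 nM final) supplies unstable 1,3-BPG in-well.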
GLS inhibitor: blocks human kidney-isoform glutaminase activity; GLS enzymatic activity, qHTS titration; O94925; hit rate 0.21% among 410,000; Potency, µM (top dose mostly 45.5 µM), for inactives: top-dose activity change, negative = inhibition, hits mostly inhibitors; AID 624170; further: potency means the concentration at half of the fitted maximal effect; on the % scale 0 is the no-effect control and ±100 the full control effect
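Compounds were pin-transferred onto hKGA, after which L-glutamine (1 mM solution) and a detection mix of glutamate oxidase, HRP and Amplex Red were added. Initial and 30 min RT fluorescence reads were collected.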
TrxR1 substrate: rat thioredoxin reductase 1 substrate activity. O89049. purified TrxR1 substrate turnover, NADPH consumption readout. Potency, µM (titrated, usually from 114 µM), inactives show top-dose activity change, negative = substrate turnover. hit rate 0.01% among 390,000. AID 588456; further: potency means the concentration at half of the fitted maximal effect; on the % scale 0 is the no-effect control and ±100 the full control effect; nearly all actives have a fitted effect of over 50% in size
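Rat TrxR1, dispensed at 90 nM, was prereduced with 400 uM NADPH (final) for 5 min at ~22 deg C, then incubated with compound 15 min before 400 uM selenite. A first-read NADPH fluorescence drop versus no-compound background flagged substrates.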
PI4K2A inh: blocks human PI4K2A kinase activity; Q9BTU6; purified PI4K2A, ADP-Glo luminescence, 1 h; stronger effect = lower value; activity change, negative = inhibition, % at 76.9 µM; hit rate 0.13% among 420,000; in the data active means activity change below about -50%; inconclusive means mostly about -30% to -49%;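 further: -100% = wells without enzyme as full effect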
Target sequence (Q9BTU6 whole entry, looked up): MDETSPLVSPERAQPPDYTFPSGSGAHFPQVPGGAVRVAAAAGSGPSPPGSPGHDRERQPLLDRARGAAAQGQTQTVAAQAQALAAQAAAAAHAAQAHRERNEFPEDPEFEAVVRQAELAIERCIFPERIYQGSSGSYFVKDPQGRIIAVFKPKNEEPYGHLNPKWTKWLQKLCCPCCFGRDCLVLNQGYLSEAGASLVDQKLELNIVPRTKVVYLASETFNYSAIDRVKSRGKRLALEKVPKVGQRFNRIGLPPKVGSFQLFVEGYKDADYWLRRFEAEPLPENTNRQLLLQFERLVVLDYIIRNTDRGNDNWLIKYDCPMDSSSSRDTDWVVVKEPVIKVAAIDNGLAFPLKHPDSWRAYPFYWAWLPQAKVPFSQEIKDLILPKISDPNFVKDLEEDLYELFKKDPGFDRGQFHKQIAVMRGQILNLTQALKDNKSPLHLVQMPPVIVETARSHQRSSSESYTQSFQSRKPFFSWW
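ADP-Glo luminescence measured ADP generated by PI4K2A enzyme (4 ug/mL before mixing) with 1.2 mM PI substrate (pre-mix) and 300 microM ATP (pre-mix). Tris pH7.5 buffer with MgCl2, Triton X-100; 1 h reaction at ambient temperature.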
Pin1 inh: blocks the human prolyl isomerase Pin1. Q13526. Pin1 FP peptide displacement, HiFluor488, 10 min. Potency, µM (series often up to 115 µM), without a hit: at the top dose activity, negative = inhibition, actives largely listed as inhibitors. hit rate 0.009% among 390,000. AID 504891; active means well fitted inhibition curve with a large enough effect in the polarisation, with a control signal flat, not every such curve was filed as active; inconclusive means small, poorly fitted or top-dose-only effect, or effect the other way, or a change in a side signal; inactive means no such curve, though single readings can be large or run the other way; the % refers to the polarisation; further: potency means the concentration at half of the fitted maximal effect; on the % scale 0 is the no-effect control and ±100 the full control effect
USP1 inh: inhibitors of human USP1/UAF1 deubiquitinase | O94782 | recombinant USP1/UAF1, Ub-Rhodamine cleavage fluorescence | Potency, µM (highest dose often 57.1 µM), inactives show at the highest dose activity change, negative = inhibition, actives largely listed as inhibitors | hit rate 0.23% among 390,000 | AID 743255; further: potency means the concentration at half of the fitted maximal effect; on the % scale 0 is the no-effect control and ±100 the full control effect; nearly all actives have a fitted effect of over 60% in size; inactives centre near -12
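1 nM enzyme complex + cpd, 15 min RT; start with Ub-Rho 150nM final; kinetic fluorescence ex 480/em 540, 6 reads q60 s. Buffer 50mM HEPES pH 7.8, 0.5mM EDTA, 0.1 mg/ml BSA, 1mM TCEP, 0.01% Tween-20.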
Starred values were filed as active, the others as inactive; i = inactive; ? = inconclusive; / = not tested or not shown; [ ] = remark or other dose. Unless noted, the call rests on the fitted dose curve; in most records, active means well fitted curve in the direction sought with a large enough effect; inconclusive means small, poorly fitted or top-dose-only effect, or another doubt; inactive means no such curve, though single readings can be large; an effect the other way counts as inactive or inconclusive.

compound | rTrxR1 inhibitor | HP1b binding inh | IDH1 R132H inh | Tb PGK inh | GLS inhibitor | TrxR1 substrate | PI4K2A inh | Pin1 inh | USP1 inh
O=C(NCc1cccs1)C1CCCN1C(=O)Nc1cccc(F)c1 (centres undefined) | 5% | 23% | -6% | -7% | -2% | 22% | -17 | -3% | -5%
Cc1scc(C(=O)N2CCN(c3ccc(Cl)cc3)CC2)c1C | 12%[57.1 µM] | 16% | 0% | 3% | 4% | 9%[57.1 µM] | -23 | 8% | -34%
Cc1oc(-c2cccc(Cl)c2)nc1CN1CCCC(C(=O)NCc2ccco2)C1 (centres undefined) | -19% | -8% | 6% | -8% | 0% | -10% | 4 | 1% | -15%
CCOc1ccc(NC(=O)CCc2nnc3ccc(N4CCN(C)CC4)nn23)cc1 | 2% | 30% | -4% | 8% | 9% | -2% | -16 | 1% | -5%
CN(C)Cc1cc(C(C)(C)C)cc(C(C)(C)C)c1O | -12% | 55%[activator] | -2% | 3% | -2% | -7% | 5 | -1% | -2%
O=C1CCC(C(=O)NCc2cccnc2)N1 (centres undefined) | 5% | -15% | 1% | 0% | -13% | 14%[57.1 µM] | 11 | ? | -10%
Cc1cc(C)c(NC(=O)CNC(=O)Cc2ccc(S(=O)(=O)N3CCOCC3)s2)c(C)c1 | -6% | 32% | 1% | -8% | 4% | 3% | 4 | 13% | -14%
CC(C)C(=O)Nc1ccc(-c2nc3ccccc3c(=O)o2)cc1 | 12%[57.1 µM] | 26% | 2% | i | 11% | 14%[57.1 µM] | 1 | -2% | -6%
Cc1ccc(Cn2c(=O)n(Cc3nc(-c4ccccc4)no3)c(=O)c3cc4c(cc32)OCO4)cc1 | 6% | 23% | 15% | 12% | 11% | -2% | -3 | 1% | -18%
COc1cccc(-n2nnc3c(=O)n(CC(=O)N4CCCCC4)cnc32)c1 | 3% | 3% | 5% | i | 3% | -2% | -11 | 3% | -7%
Cc1ccc(Cl)cc1NC(=O)C1CCN(S(C)(=O)=O)CC1 | 20%[57.1 µM] | 40%[activator] | 2% | 6% | 0% | 6%[57.1 µM] | 3 | -1% | -24%
Cc1ccc(CNC(=O)c2ccc3nc(SCc4ccc(F)cc4)[nH]c3c2)cc1 | 15% | ? | -5% | 9% | 2% | -6% | 2 | 21% | -21%
Cc1ccc(S(=O)(=O)NCc2ccccn2)c(C)c1C | 6% | 12% | -8% | -3% | -2% | -1% | 9 | -3% | -18%
CC(C)N1CCN(Cc2cn[nH]c2C2CCCCC2)CC1CCO (centres undefined) | 21% | 26% | 6% | i | 6% | 9% | -13 | 2% | -28%
COc1ccc2c(c1)C(=O)N(c1ccc(C)cc1C)C(=O)C2(C)C | 35% | 45%[activator] | 10% | -4% | 1% | 62%[activator] | 0 | 0% | -18%
CCN(CC)S(=O)(=O)c1ccc(NC(=O)CN(c2ccccc2)S(=O)(=O)N(C)C)cc1 | 20% | 22% | 3% | i | -20% | -4% | -17 | 0% | -20%
COCCNc1ccc([N+](=O)[O-])cc1C(=O)NC1CCCc2ccccc21 (centres undefined) | -6%[57.1 µM] | ? | 1% | -3% | 3% | -4%[57.1 µM] | 1 | 0% | -17%
O=C(CCCn1c(=O)c2sccc2n(Cc2cc(=O)n3ccccc3n2)c1=O)NCc1ccco1 | -8% | 28% | 7% | -4% | 0% | 9% | -1 | 2% | -25%
CC(=O)Nc1cc(C(F)(F)F)ccc1N1CCOCC1 | 22% | 22% | 1% | 2% | -7% | 6% | -2 | -7% | -11%
COc1ccccc1CNc1nc2c(S(=O)(=O)c3ccccc3)nnn2c2ccc(Cl)cc12 | 40%[activator] | 25% | -8% | 11% | 0% | 71%[activator] | -2 | 6% | 14%
CC(C)c1ccc(NC(=O)C(NS(=O)(=O)c2ccc3c(c2)CCC(=O)N3)c2ccccc2)cc1 (centres undefined) | 36% | 6% | -29% | -8% | -3% | 4% | 6 | -3% | ?
COc1ccccc1-c1nnc(SCC(=O)Nc2ccc(N3CCOCC3)cc2)n1C | 11% | 31% | 9% | -3% | 24% | 2% | -6 | -9% | -19%
CC(C)Cn1c(N)c(C(=O)COC(=O)c2ccc([N+](=O)[O-])o2)c(=O)n(C)c1=O | 16%[57.1 µM] | 14% | 7% | -9% | -21% | -2%[57.1 µM] | -9 | -1% | -13%
COC(=O)c1cccc(COC(=O)c2cc3ccccc3oc2=O)c1 | 17% | 20% | 0% | -6% | -6% | 10% | 3 | -5% | -19%
O=C(Nc1ccccc1F)c1nc(SCc2ccccc2F)ncc1Cl | 23% | 73%[activator] | -16% | i | 0% | 9% | -5 | 6% | ?

A portion of the results above, as a working copy:
compound | rTrxR1 inhibitor | HP1b binding inh | IDH1 R132H inh | Tb PGK inh | GLS inhibitor | TrxR1 substrate | PI4K2A inh | Pin1 inh | USP1 inh
O=C(NCc1cccs1)C1CCCN1C(=O)Nc1cccc(F)c1 (centres undefined) | 5% | 23% | -6% | -7% | -2% | 22% | -17 | -3% | -5%
Cc1scc(C(=O)N2CCN(c3ccc(Cl)cc3)CC2)c1C | 12%[57.1 µM] | 16% | 0% | 3% | 4% | 9%[57.1 µM] | -23 | 8% | -34%
Cc1oc(-c2cccc(Cl)c2)nc1CN1CCCC(C(=O)NCc2ccco2)C1 (centres undefined) | -19% | -8% | 6% | -8% | 0% | -10% | 4 | 1% | -15%
CCOc1ccc(NC(=O)CCc2nnc3ccc(N4CCN(C)CC4)nn23)cc1 | 2% | 30% | -4% | 8% | 9% | -2% | -16 | 1% | -5%

Next results follow.
compound | rTrxR1 inhibitor | HP1b binding inh | IDH1 R132H inh | Tb PGK inh | GLS inhibitor | TrxR1 substrate | PI4K2A inh | Pin1 inh | USP1 inh
Cc1ccc(C2CC(=O)Nc3cc4c(cc32)OCCO4)cc1Br (centres undefined) | 6% | -18% | -28% | -9% | 0% | -6% | -10 | -1% | -30%
COc1ccccc1NC(=O)c1oc2ccccc2c1NC(=O)c1cc(OC)c(OC)c(OC)c1 | 14%[57.1 µM] | 16% | 1% | -12% | 1% | 7%[57.1 µM] | 7 | -10% | -8%
Cc1ccc(OCc2nnc(SCC(=O)c3cccs3)n2-c2ccccc2)cc1C | -12%[57.1 µM] | 28% | -5% | 6% | -3% | -7%[57.1 µM] | -1 | 9% | -1%
C=CCC(=O)OCC(=O)Nc1ccc(Cl)cn1 | 13% | 42%[activator] | 2% | 0% | 2% | 3% | 15 | 0% | -11%
CC(C)Sc1nc2c(c(=O)[nH]c(=O)n2C)n1C | 30%[activator][57.1 µM] | 26% | 6% | i | -3% | 11%[57.1 µM] | 6 | -6% | -6%
O=C(Cc1ccc(NC(=O)C2CCCN(C(=O)C3CCC3)C2)cc1)Nc1cccc(C(=O)N2CCCCC2)c1 (centres undefined) | -4% | 33% | 0% | -6% | 2% | -3% | -2 | 2% | ?
Cc1ccc(OC(=O)c2ccc(Cl)c([N+](=O)[O-])c2)cn1 | -17% | 39% | 0% | -6% | -2% | 2% | 3 | -4% | -21%
CCOc1ccccc1NC(=O)C1CCCN(S(=O)(=O)c2cccs2)C1 (centres undefined) | 22% | 30% | 2% | 3% | -3% | -4% | 0 | 16% | -17%
Cc1cc(=O)n2nc(N3CCCC(C(=O)NC4CCCCC4C)C3)sc2n1 (centres undefined) | 9% | 50%[activator] | 6% | i | -3% | 0% | 0 | 3% | -20%
CC(C)Oc1ccc(CNC(=O)C2CCN(C(=O)c3sccc3-n3cccc3)CC2)cc1 | 12% | 7% | / | / | -4% | 1% | 1 | -2% | -14%
COc1ccc(CCN2CCCC(CN(C)C(=O)c3ccoc3)C2)cc1 (centres undefined) | 8% | 17% | 13% | -6% | 3% | 5% | 5 | 4% | -10%
CCOc1cccc(C2c3c(oc4ccccc4c3=O)C(=O)N2c2nc(C)c(C(=O)OC)s2)c1 (centres undefined) | 14% | 8% | -10% | -6% | 0% | 3% | 1 | -1% | -13%
CCN(CC)S(=O)(=O)c1ccc(N2CCOCC2)c(NC(=O)c2ccccc2F)c1 | 8% | 38% | 9% | 4% | -7% | -1% | -1 | 1% | -9%
CC1CCCC(C)N1C(=O)c1cccc2c1-c1ccccc1/C2=N/O (centres undefined) | -6% | -13% | 5% | i | 13% | -6%[57.1 µM] | 0 | -1% | -4%
CCCCC(O)CN1CCC(c2ccccc2)CC1 (centres undefined) | 5%[57.1 µM] | 17% | -3% | -2% | 4% | 10%[57.1 µM] | 4 | -6% | -2%
N#Cc1c(-c2ccc(Cl)cc2)c2c([nH]c1=S)CCCC2 | -23%[57.1 µM] | 13% | -4% | 9% | ? | 4%[57.1 µM] | -1 | 4% | -6%

An excerpt from above with just USP1 inh and IDH1 R132H inh.
smiles,USP1 inh,IDH1 R132H inh
Cc1ccc(OCc2nnc(SCC(=O)c3cccs3)n2-c2ccccc2)cc1C,-1%,-5%
C=CCC(=O)OCC(=O)Nc1ccc(Cl)cn1,-11%,2%

This is a subset (hit frequency here may not be typical).
